N370S GC: qHTS Assay for Inhibitors and Activators of N370S glucocerebrosidase as a Potential Chaperone Treatment of Gaucher Disease | Lysosomal acid glucosylceramidase (Homo sapiens), P04062 | N370S GC spleen homogenate, 4MU-glucoside fluorescence | Potency, µM (highest dose often 59.4 µM), inactives show at the top dose activity change, negative = inhibition, most hits filed as inhibitors | 0.092% of 330,000 active | AID 2101, 2009;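 also: 0% = full enzyme activity and -100% = no enzyme basal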
GCN5L2 inh: qHTS Assay for Inhibitors of GCN5L2 | Histone acetyltransferase KAT2A (Homo sapiens), Q92830 | GCN5L2 HAT assay, ThioGlo1 CoA-SH fluorescence | Potency, µM (titrated, usually from 58.9 µM), inactives show top-dose activity change, negative = inhibition, most hits filed as inhibitors | 0.21% of 390,000 active
Target sequence (Q92830 whole entry, looked up): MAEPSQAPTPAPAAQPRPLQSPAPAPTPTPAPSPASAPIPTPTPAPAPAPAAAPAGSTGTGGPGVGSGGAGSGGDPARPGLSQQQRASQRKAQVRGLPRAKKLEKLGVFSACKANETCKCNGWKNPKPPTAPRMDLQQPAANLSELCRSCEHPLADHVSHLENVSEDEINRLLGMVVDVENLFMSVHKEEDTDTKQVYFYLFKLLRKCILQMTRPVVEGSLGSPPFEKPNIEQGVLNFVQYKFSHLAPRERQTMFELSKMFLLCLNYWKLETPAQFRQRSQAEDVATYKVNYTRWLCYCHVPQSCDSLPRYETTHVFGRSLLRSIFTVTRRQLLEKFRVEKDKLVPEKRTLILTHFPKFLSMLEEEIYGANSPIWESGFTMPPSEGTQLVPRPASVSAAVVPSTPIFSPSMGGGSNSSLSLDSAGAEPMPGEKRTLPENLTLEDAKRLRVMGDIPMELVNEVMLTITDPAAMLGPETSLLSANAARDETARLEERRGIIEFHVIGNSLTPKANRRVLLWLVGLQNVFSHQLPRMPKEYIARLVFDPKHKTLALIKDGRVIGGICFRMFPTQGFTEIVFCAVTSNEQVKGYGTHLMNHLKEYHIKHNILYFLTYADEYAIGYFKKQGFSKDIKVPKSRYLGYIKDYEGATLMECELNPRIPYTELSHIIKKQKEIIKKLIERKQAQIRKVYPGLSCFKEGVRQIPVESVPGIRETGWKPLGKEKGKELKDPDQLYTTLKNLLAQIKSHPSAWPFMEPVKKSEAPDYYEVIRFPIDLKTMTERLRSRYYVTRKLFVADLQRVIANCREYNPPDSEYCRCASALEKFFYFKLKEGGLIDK
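GCN5L2 (20nM final) in 50mM HEPES, 0.1mM EDTA pH 7.5, 0.01% Tween-20 was preincubated 15 min at room temperature with compound, then given ThioGlo1 (50uM), H3(1-25) peptide (75uM) and acetyl-CoA (70uM); CoA-thiol fluorescence (Ex340/Em540) was read at 0 and 20 min.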
FEN1 inhibitor: qHTS Assay for the Inhibitors of Human Flap endonuclease 1 (FEN1); P39748; Recombinant FEN1 flap cleavage, fluorescence, 15 min; Potency, µM (series often up to 114 µM), inactives show top-dose activity change, negative = inhibition, hits mostly inhibitors; 0.35% of 390,000 active; also: nearly all actives have a fitted effect of over 65% in size
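Enzyme 10 nM, 15 min RT preincubation with compound; start with substrate 50 nM final; reads at 0 and 15 min; qHTS titration, four-parameter Hill fit.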
An asterisk follows results filed as active; ? = inconclusive; · = no result given; & = joins results of further samples; [ ] = remark or other dose. Calls follow the shape of the dose curve; as a rule, active = well fitted curve in the direction sought with a large enough effect; inconclusive = small, poorly fitted or top-dose-only effect, or another doubt; inactive = no such curve, though single readings can be large; an effect the other way counts as inactive or inconclusive. Unless noted, % is scaled to controls: 0 for no effect and ±100 for the full control effect; potency is read from the fitted curve at half-maximal effect. Only part of the results is shown; the hit share may differ from the screen's.

no. | Compound | N370S GC | GCN5L2 inh | FEN1 inhibitor
1 | Nc1nonc1-c1nc2ccccc2n1CC(=O)Nc1cccc(C(F)(F)F)c1 | · | -8% | -3%
2 | CC(=O)Nc1ccc(/C(C)=N/NC(=O)c2ccc(CN3CCOCC3)cc2)cc1 | -1% | 0% | 6%
3 | C[C@@H](C(=O)Nc1ccc2ccccc2c1)[C@@H]1C[C@@]1(C)[C@@H](N)c1ccccc1 | -17% | · | -5%
4 | COc1cccc(/C=C2\SC(=O)N(CCC(=O)NNC(=O)c3ccccc3Cl)C2=O)c1 | -4% | 47%[activator] | -1%
5 | COc1ccccc1-c1nc2c(c(SCC(=O)N3CCCCC3)n1)Cc1c(CO)cnc(C)c1O2 | -15% | -5% | -14%
6 | CCOC(=O)Cc1nnc(NC(=O)COc2ccc(C)cc2)s1 | 7% | -3% | ?
7 | COc1ccc(NC2=NCC(=O)N2c2ccccc2F)cc1 | -19% | ? | -1%
8 | CC(C)OC(=O)/C(=C\c1ccc2c(c1)c1ccccc1n2C)NC(=O)c1ccccc1 | 1% | -7% | 6%
9 | CC(C)c1ccc(/C=C(\C#N)c2nc(-c3ccc(O)cc3)cs2)cc1 | · | -9% | -22%
10 | Cc1nc(/N=C(\N)N(C)C)[nH]c(=O)c1C | -1% | -25% | 17%
11 | CSc1ccc(CNc2ncc(-c3cccc([N+](=O)[O-])c3)n2C)cc1 | -8% | 0% | 5%
12 | CN=c1scc(C)n1/N=C/c1cc(Br)c(O)c(OC)c1 | -11% | -24% | 2%
13 | CS(=O)(=O)CC(=O)Nc1ccc2nc3n(c(=O)c2c1)CCCCC3 | -2% | -6% | 1%
14 | O=C(Nc1ccc(Br)cc1)C1CC(O)CN1C(=O)Oc1ccccc1 (stereo not given) | -5% | -3% | 3%
15 | OCCC1CN(Cc2cc(F)ccc2-n2cccn2)CCN1C1CCCC1 (stereo not given) | 1% | 1% | 18%
16 | CC1CN(C(=O)CSc2nnc(C3CCCCC3)n2N)CC(C)O1 (stereo not given) | · | -3% | -1%
17 | Cc1ccc(OCC(=O)N/N=C2\CC(=O)CC(C)(C)C2)c(Br)c1 | -10% | -5% | -9%
18 | CCc1ccc(NC(=O)c2sc3nc(C)c(Cl)c(C)c3c2NC(=O)c2ccccc2)cc1 | · | 1% | -7%
19 | Cc1ccccc1NC(=O)CCN1CCN(Cc2ccccc2)CC1 | 8% | -1% | -2%
20 | c1ccc(CSc2ccc(-c3cccnc3)nn2)cc1 | 3% | -4% | 3%
21 | Cc1oc2ccc(OCc3ccc(F)cc3)cc2c1C(=O)O | 5% | -5% | 8%
22 | CCC(=O)Nc1ccccc1Oc1ccccc1 | 2% | -1% | 4%
23 | C[C@H](NC(N)=O)C(=O)N1CCN(S(=O)(=O)c2ccc3ccccc3c2)CC1 | 3% | 2% | -5%
24 | S=c1[nH]cc(-c2ccccc2)n1-c1cccc(Cl)c1 | -4% | -8% | -5%
25 | COc1ccc(CCNC(N)=S)cc1OC | -1% | 3% | 3%
26 | Cc1ccc(-c2cc(C(=O)O)c3cc(Br)ccc3n2)o1 | 4% | ? | -14%
27 | CCOC(=O)C1CCN(C(=O)c2ccc(Cl)c(S(=O)(=O)N3CCOCC3)c2)CC1 | 3% | 2% | -16%
28 | c1ccc2cc(OCc3nc4ccccc4[nH]3)ccc2c1 | 15% | -5% | -11%
29 | COc1ccc([N+](=O)[O-])cc1NC(=O)C(C)N(C)Cc1cccc(OC)c1OC (stereo not given) | 5% | -9% | -1%
30 | COc1ccc(C)cc1NC(=O)C(OC(=O)C1CC1)c1ccccc1 (stereo not given) | 19% | -10% | -9%
31 | COc1ccc(CC(=O)Nc2ccc3nc(SC)sc3c2)cc1OC | -1% | -9% | 4%
32 | CCOc1ccc(CNC(=O)Nc2ccccc2)cc1 | -3% | 23% | -6%
33 | COC(=O)/C=C1\S/C(=N\N=C\CC(=O)OC)NC1=O | 4% | -13% | ?
34 | Cc1ccc(NC(=O)CSc2nc3c(oc4ccccc43)c(=O)n2Cc2ccco2)cc1 | · | 3% | 3%
35 | C=CCOCCN1C(=O)C2C(c3ccccc3)C=CC(c3ccccc3)C2C1=O (stereo not given) | -5% | · | 6%
36 | Cc1ccc(-c2csc(N3CCC(C(N)=O)CC3)n2)cc1 | · | -4%&-2% | -13%
37 | O=C(CCC1CCCCC1)Nc1ccc(S(=O)(=O)Nc2nccs2)cc1 | -2% | -3%[0.501 µM] | 7%
38 | O=C(NCC1CCCO1)c1ccc(S(=O)(=O)N2CCCCC2)cc1 (stereo not given) | -15% | 0% | -3%
39 | Cc1cc(=O)[nH]c2nnc(SCc3cccc(F)c3)n12 | · | 4% | -1%
40 | CCCN(CCC)C(=O)Cn1c(=O)n(-c2ccc(C)c(C)c2)c(=O)c2c3c(sc21)CCCCC3 | · | -5% | -3%
41 | CCn1c(SCC(=O)Nc2nccs2)nnc1-c1ccc(S(=O)(=O)N2CCCCCC2)cc1 | 5% | 1% | 0%
42 | CSc1ccccc1NC(=O)c1cccnc1 | 1% | -25% | -3%
43 | CC1(C)CC(=O)C/C(=N\NC(=O)CCc2ccc(S(=O)(=O)N3CCOCC3)cc2)C1 | 0% | -10% | 2%
44 | CCC(=O)N1c2ccc(S(=O)(=O)N3CCN(CC)CC3)cc2CC1C (stereo not given) | -18% | 2% | -14%
45 | COc1ccc(-c2cc(C(F)(F)F)nc(SCC(=O)Nc3cc(C)on3)n2)cc1OC | -1%[2.35 µM] | -8% | 1%
46 | Cc1ccc(NC(=O)CSc2nc(-c3cccs3)nc3cc(=O)[nH]n23)cc1C | -1% | ? | -2%
47 | O=C(CNC(=O)c1ccco1)NCc1ccc2c(c1)OCO2 | · | 0% | 3%
48 | CC[N+](CC)(CC=C(C)C)CC(=O)OC | -2% | -5% | 18%
49 | O=C(CN1CCN(Cc2ccccc2)CC1)Nc1cccc(Br)c1 | -13% | 0% | -3%
50 | O=S(=O)(NCC1CCCO1)c1ccc(S(=O)(=O)N(Cc2ccc(F)cc2)Cc2ccco2)cc1 (stereo not given) | 5% | 4% | 9%

Sorted by the number under N370S GC (descending): 3 from the list above.
no. | Compound | N370S GC | GCN5L2 inh | FEN1 inhibitor
26 | Cc1ccc(-c2cc(C(=O)O)c3cc(Br)ccc3n2)o1 | 4% | ? | -14%
48 | CC[N+](CC)(CC=C(C)C)CC(=O)OC | -2% | -5% | 18%
49 | O=C(CN1CCN(Cc2ccccc2)CC1)Nc1cccc(Br)c1 | -13% | 0% | -3%

Next compounds follow:
no. | Compound | N370S GC | GCN5L2 inh | FEN1 inhibitor
51 | COCCNC(=O)c1n[nH]c2ccccc12 | -2% | 0% | 18%
52 | COc1ccc(-c2cc(C(=O)NC3CCCC3)no2)cc1 | 1% | -4% | -4%
53 | CC1(C)Cc2nc3nc(SCC(=O)NCCc4ccccc4)n(-c4ccccc4)c(=O)c3cc2CO1 | 10% | ? | -1%
54 | Cc1ccccc1OCC(=O)Nc1ccc(N2CCN(C)CC2)c(Cl)c1 | -21% | 1% | 9%
55 | O=C(N/N=C/c1ccccc1Br)C1CC1 | -23% | -1% | -1%
56 | Fc1ccccc1N1CCN(c2c3c(nc4nncn24)CCC3)CC1 | · | 0% | 2%
57 | O=C(CSc1nccn1Cc1ccc(F)cc1)NCc1ccco1 | · | -3% | -4%
58 | O=C1c2ccc(Cl)cc2S(=O)(=O)c2cccc(C(=O)N3CCC(Cc4ccccc4)CC3)c21 | · | ? | -17%
59 | CCN1C(=O)C(CC(=O)Nc2ccc(OC)cc2)N(Cc2cccnc2)C1=S (stereo not given) | -14% | 3% | 2%
60 | Cc1ccnc(NC(=O)c2oc3ccccc3c2C)c1 | -5% | -8% | -5%
61 | CC(=O)Nc1ccccc1OCc1cc(=O)n2c3c(sc2n1)CCCC3 | · | 0% | -13%
62 | COc1cccc2cc(C(=O)N3CCN(C/C=C/c4ccccc4)CC3)c(=O)oc12 | -18% | -11% | -2%
63 | O=[N+]([O-])c1cc(-c2nc3nc4ccccc4nc3n2CCc2ccccc2)cc([N+](=O)[O-])c1 | 4% | -1% | 2%
64 | Cc1cccc(N2C(=NC(=O)c3ccccc3)SC3CS(=O)(=O)CC32)c1 (stereo not given) | ? | -7% | 2%
65 | Cc1nnc(SCC(=O)Nc2ncc3c(n2)CC(C)(C)CC3=O)s1 | 10% | 3% | 26%
66 | CC(C(=O)N1CCc2ccccc21)n1cnc2c1c(=O)n(C)c(=O)n2C (stereo not given) | · | 2% | -10%
67 | Cc1ccc(-c2nc(CS(=O)CC(=O)N3CCN(c4ccccc4)CC3)c(C)o2)cc1 (stereo not given) | 3% | -8%&-2% | -3%&8%
68 | O=C(NCCCN1CCOCC1)NC12CC3CC(CC(C3)C1)C2 | -2% | 3% | 1%
69 | CCN(CCn1cccn1)Cc1ccccc1OCC(O)CN1CCc2ccccc2C1 (stereo not given) | 1% | -15% | 13%
70 | Cn1cccc1C(=O)OCC(=O)Nc1ccc2c(c1)CCC2 | 13% | -3% | -15%
71 | Cc1cc(=O)oc2ccc(OCC(=O)O)cc12 | 4% | -13% | -6%
72 | Cc1cc(C)c(OCC(=O)OCC(=O)NC2CCC(C)CC2)c(C)c1 (stereo not given) | 2% | -2% | -1%
73 | COc1cc(C2C(C(C)=O)=C(O)C(=O)N2Cc2ccccc2)ccc1O (stereo not given) | 1% | -14% | ?
74 | Cc1[nH][nH]c(=O)c1C(c1ccc(Cl)cc1)c1c(C)[nH][nH]c1=O | -5% | -4% | -10%
75 | Cc1cc(C)c(S(=O)(=O)c2ccccc2C)c(Cl)n1 | 2% | -4% | 11%
76 | Cc1ccc(C)c(OCC(O)CN2C(C)CCCC2C)c1 (stereo not given) | -13% | 4% | -8%
77 | Cc1cc(Nc2ccccc2C)n2nc(Cc3ccc(Cl)cc3)nc2n1 | · | -2% | 8%
78 | COc1ccc(OCC(=O)NNC(=O)CCc2ccccc2)cc1 | 25% | -8% | -7%
79 | CS(=O)(=O)N(CC(=O)NCc1ccco1)c1ccccc1Cl | 2% | -14% | -4%
80 | Cc1ccc(S(=O)(=O)NC(=O)Nc2cc(C(C)(C)C)on2)cc1 | 1% | -4% | 2%
81 | CN(C)CCCN(C(=O)C1COc2ccccc2O1)c1nc2ccc(F)cc2s1 (stereo not given) | 9% | -3% | -23%
82 | Cc1ccc(C(OCC(O)CNCc2ccc(F)cc2)c2ccccc2)cc1 (stereo not given) | -26% | -11% | -1%
83 | COCCCNC(=O)CSc1nc2cc(OC)c(OC)cc2c2nc(-c3ccccc3)nn12 | · | -8% | 2%
84 | CC1(C)CC(=O)C=C(N2CCN(C3=CC(=O)CC(C)(C)C3)CC2)C1 | -26% | -13% | ·
85 | COc1cc(/C=C/C(=O)OCC(=O)N2CCCC2)ccc1OCC#N | · | -3% | 3%
86 | CCOC(=O)c1c(C)[nH]c(C)c1C(=O)CN1C(=O)NC(CC(C)C)C1=O (stereo not given) | -2% | -22% | 0%
87 | Cc1cccc(NC(=O)C2CCN(C(=O)NCc3ccccc3)CC2)c1C | -7% | 2% | -7%
88 | CCN1CCN(c2ncc3c(n2)CCN(Cc2ccc(OC)c(OC)c2)C3)CC1 | · | 11% | -4%
89 | CCC(=O)N1CCc2cc(S(=O)(=O)CCC(=O)NCc3cccs3)ccc21 | 3% | -20% | 0%
90 | c1ccc(CCc2ccncc2)cc1 | 5% | 1% | -8%
91 | CCCC1=NN2C(=N)/C(=C\c3cc(C)n(Cc4ccccc4)c3C)C(=O)N=C2S1 | -4% | -6% | -4%
92 | O=[N+]([O-])c1ccc(COc2cccnc2)cc1 | 0% | -1% | -4%
93 | C=CCN1C(=O)C(O)(CC(=O)c2ccco2)c2cc(Br)ccc21 (stereo not given) | 3% | -1% | 14%

12 structures from above, sorted by heavy-atom count, low to high:
no. | Compound | N370S GC | GCN5L2 inh | FEN1 inhibitor
90 | c1ccc(CCc2ccncc2)cc1 | 5% | 1% | -8%
92 | O=[N+]([O-])c1ccc(COc2cccnc2)cc1 | 0% | -1% | -4%
76 | Cc1ccc(C)c(OCC(O)CN2C(C)CCCC2C)c1 (stereo not given) | -13% | 4% | -8%
79 | CS(=O)(=O)N(CC(=O)NCc1ccco1)c1ccccc1Cl | 2% | -14% | -4%
93 | C=CCN1C(=O)C(O)(CC(=O)c2ccco2)c2cc(Br)ccc21 (stereo not given) | 3% | -1% | 14%
78 | COc1ccc(OCC(=O)NNC(=O)CCc2ccccc2)cc1 | 25% | -8% | -7%
85 | COc1cc(/C=C/C(=O)OCC(=O)N2CCCC2)ccc1OCC#N | · | -3% | 3%
77 | Cc1cc(Nc2ccccc2C)n2nc(Cc3ccc(Cl)cc3)nc2n1 | · | -2% | 8%
87 | Cc1cccc(NC(=O)C2CCN(C(=O)NCc3ccccc3)CC2)c1C | -7% | 2% | -7%
82 | Cc1ccc(C(OCC(O)CNCc2ccc(F)cc2)c2ccccc2)cc1 (stereo not given) | -26% | -11% | -1%
88 | CCN1CCN(c2ncc3c(n2)CCN(Cc2ccc(OC)c(OC)c2)C3)CC1 | · | 11% | -4%
83 | COCCCNC(=O)CSc1nc2cc(OC)c(OC)cc2c2nc(-c3ccccc3)nn12 | · | -8% | 2%

High-throughput results from PubChem.
